# M5 PAM = positive allosteric modulators of human muscarinic M5 receptor. P08912. CHO-K1 hM5, Fluo-8 calcium, ACh EC20 PAM; 0% = ACh EC20, 100% = ACh EC100. activation, % at 3 µM. 360,000 compounds, 0.3% hits. AID 624038;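 active means activation above the run cutoff, the mean activation of all test compounds plus 3 SD, cut at about 18% in these data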
#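 system = human M5 receptor in CHO-K1 cells | compound = one concentration, 3 µM final (nominal) | schedule = Post-acetylcholine fluorescence recording 140 s | signal = Fluo-8 calcium dye fluorescence, kinetic read | benchmarks = low control EC20 acetylcholine (0%), high control EC100 acetylcholine (100%) | repeats = singlicate, one well per test compound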
# M4 antag = antagonists of human muscarinic M4 receptor (CHRM4); 360,000 compounds, 0.73% hits; CHO-hM4 cells, ACh EC80, Fluo-8 calcium fluorescence; inhibition, % at 3 µM; AID 624125;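 active means inhibition above its plate's cutoff, the mean inhibition of sample wells plus 3 SD, cut at about 27% in these data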;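 further: 0% = acetylcholine EC80 with DMSO and 100% = DMSO without agonist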
# Target sequence (P08173 whole entry, looked up): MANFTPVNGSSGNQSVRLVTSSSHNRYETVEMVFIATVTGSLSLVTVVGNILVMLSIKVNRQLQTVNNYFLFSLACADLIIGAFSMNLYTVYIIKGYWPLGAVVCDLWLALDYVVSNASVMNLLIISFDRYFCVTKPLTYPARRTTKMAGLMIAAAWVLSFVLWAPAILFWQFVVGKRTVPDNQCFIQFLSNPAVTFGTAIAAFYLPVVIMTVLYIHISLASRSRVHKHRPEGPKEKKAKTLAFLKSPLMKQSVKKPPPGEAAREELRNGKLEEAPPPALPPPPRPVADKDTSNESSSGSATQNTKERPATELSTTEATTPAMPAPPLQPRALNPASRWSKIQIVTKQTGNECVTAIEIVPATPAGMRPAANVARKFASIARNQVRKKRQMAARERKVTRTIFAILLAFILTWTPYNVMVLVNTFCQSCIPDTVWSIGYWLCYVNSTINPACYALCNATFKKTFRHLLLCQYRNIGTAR
# CRFR2-BP ag = agonists of human CRF-binding protein/CRF-R2 receptor complex. AID 588473. HEK293 CRF-R2/CRF-BP, calcium dye fluorescence (FLIPR); percent of saturating CRF peptide response. 350,000 compounds, 0.46% hits. activation, % at 13.2 µM;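 active means activation of at least 50%, plus an integration ratio under a set limit after plate pattern correction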;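 further: plate controls were neutral control wells without compound for no effect and CRF at EC100 for full effect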
# M1 PAM = human CHRM1 positive allosteric modulation | P11229 | AID 588819 | 360,000 compounds, 0.088% hits | activation, % at 3 µM | CHO-K1 hM1, Fluo-8 calcium fluorescence, ACh EC20; 0% = ACh EC20, 100% = maximal ACh; in the data active means activation above about 19%, passing the limit was not always enough
# Target sequence (P11229 whole entry, looked up): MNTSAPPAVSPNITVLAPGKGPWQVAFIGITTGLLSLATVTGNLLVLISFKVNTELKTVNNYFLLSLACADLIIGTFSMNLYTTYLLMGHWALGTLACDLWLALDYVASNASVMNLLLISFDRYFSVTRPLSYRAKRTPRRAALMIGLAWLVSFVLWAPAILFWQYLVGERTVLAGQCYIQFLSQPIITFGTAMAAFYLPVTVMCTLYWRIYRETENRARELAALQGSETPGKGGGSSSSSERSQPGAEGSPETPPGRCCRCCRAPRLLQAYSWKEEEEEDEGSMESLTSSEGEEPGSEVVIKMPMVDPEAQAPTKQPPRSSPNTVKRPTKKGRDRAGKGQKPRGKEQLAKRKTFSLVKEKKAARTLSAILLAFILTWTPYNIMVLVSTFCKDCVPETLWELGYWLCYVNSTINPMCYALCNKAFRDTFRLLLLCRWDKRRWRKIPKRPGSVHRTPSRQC
# CHRM5 antagonist = antagonists of human muscarinic M5 receptor (CHRM5). 360,000 compounds, 0.59% hits. P08912. inhibition, % at 3 µM. CHO-hM5 cells, Fluo-8 calcium fluorescence, ACh EC80;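 active means inhibition above a per-plate cutoff, the mean of that plate's test compounds plus 3 SD, cut at about 27% in these data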;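 further: 0% = acetylcholine EC80 with DMSO and 100% = DMSO without agonist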
# M5 ag = agonists of human muscarinic M5 receptor (CHRM5). AID 624037. activation, % at 3 µM. P08912. 360,000 compounds, 0.19% hits. CHO-K1 hM5 cells, Fluo-8 calcium fluorescence; 0% DMSO wells, 100% maximal acetylcholine response;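 active means activation above the run's mean over test compounds plus 3 SD, cut at about 23% in these data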;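 further: signal is peak over basal fluorescence ratio across the kinetic read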
# M4 ag = agonists of human muscarinic M4 receptor (CHRM4). AID 624127. activation, % at 3 µM. CHO-K1 hM4/Gqi5, Fluo-8 calcium fluorescence; vehicle 0%, full acetylcholine response 100%. 360,000 compounds, 0.14% hits;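 active means activation above the run mean over all test wells plus 3 SD, cut at about 32% in these data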;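 further: peak over basal fluorescence ratio per well then scaled between controls; 0% = DMSO wells and 100% = acetylcholine at EC100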
# CHRM4 PAM = CHRM4 positive allosteric modulation; AID 624126; P08173; 360,000 compounds, 0.4% hits; CHO-K1 hM4/Gqi5, Fluo-8 calcium fluorescence, ACh EC20; 0% = ACh EC20, 100% = maximal ACh; activation, % at 3 µM;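 active means activation above its plate's cutoff, the mean activation of sample wells plus 3 SD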; further: some results filed as inactive read as strong as hits
# M1 antag = blocks human M1 muscarinic receptor; P11229; AID 588852; CHO-K1 hM1, Fluo-8 calcium fluorescence, ACh EC80 antagonist; 360,000 compounds, 1.3% hits; inhibition, % at 3 µM;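 active means percent inhibition above its own plate's cutoff, namely the mean of that plate's compound wells plus 3 SD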;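 further: peak over basal fluorescence ratio during 140 s after agonist addition; 0% = ACh EC80 plus DMSO and 100% = DMSO alone without agonist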
# Numbers without * were called inactive; · = not tested or not shown.
SMILES,M5 PAM,M4 antag,CRFR2-BP ag,M1 PAM,CHRM5 antagonist,M5 ag,M4 ag,CHRM4 PAM,M1 antag
CCOC(=O)C(C)N1C(=O)S/C(=C/c2cc(C)n(-c3ccccn3)c2C)C1=O (stereo not given),-40,-4,-0.8,-12,-2,-5,9,-8,1
CCOC(=O)C1CCCN(C(=O)c2cc(Cl)ccc2NC(=O)C2=C(C)OCCS2)C1 (stereo not given),-7,-1,-2.7,2,16,-3,3,-1,-2
COc1cc(/C=C/C(=O)NCCc2ccc(S(N)(=O)=O)cc2)ccc1OCC#N,-3,4,-0.1,12,5,1,-1,5,-17
Cc1ccc(C(=O)NCc2ccco2)c(C)c1,2,-8,0.3,13,4,-6,0,7,-19
Cc1ccc(OC(=O)c2cc(C)nn2C(C)(C)C)cc1,6,4,1.5,3,-4,3,0,4,-5
O=C(Nc1ccc(-c2nnc3n2CCCCC3)cc1)c1ccco1,2,4,0.4,9,-2,0,0,1,-5
CC1CCCN(C(=O)CCNC(=O)Cn2cnc3ccccc3c2=O)C1 (stereo not given),-4,7,0.8,6,14,-3,0,6,-2
COc1cc(C)c(Cl)cc1S(=O)(=O)NCc1ccccn1,-2,4,-0.2,8,6,1,1,10,-9
O=C(CSc1nnc(SCc2ccc(Cl)cc2)s1)N1CCN(C(=O)c2ccco2)CC1,6,-3,0.1,10,4,-10,1,5,-4
Cn1c(SCC(=O)c2ccc3c(c2)OCCO3)nnc1C1CC1,6,-11,0.8,5,-1,-3,0,2,-8
O=C(CN1CCN(c2ccc(F)cc2)CC1)Nc1cc(C(F)(F)F)ccc1Cl,-1,-6,-0.2,3,2,0,0,12,-8
C/C(=C\C1CCCCC1)C(NC(=O)c1ccc(C(F)(F)F)cc1)c1ccc(-c2ccccc2)cc1 (stereo not given),-4,1,8.3,9,10,3,2,9,-7
CN(Cc1nccn1C)C(=O)C1CCC(=O)N(Cc2cccc(C(F)(F)F)c2)C1 (stereo not given),-7,-1,0.3,5,10,-2,1,7,-5
CC1=C(C(=O)NC2CCCCC2C)C2(CCC(C)CC2)OC1=O (stereo not given),1,6,1.2,2,-4,0,0,0,-7
COc1ccc(C(=O)NNC(=O)Nc2ccc(Cl)cc2)cc1,-10,2,-0.9,1,7,2,2,-2,1
CC1CCCCC12NC(=O)N(CC(=O)OCc1cccc(F)c1)C2=O (stereo not given),2,4,-0.8,1,2,3,3,2,2
Cc1c(C)n(Cc2ccccc2)c2ccc(C(=O)O)cc12,-3,3,-1.1,4,1,-8,1,-5,-4
CC1CCCCN1C(=O)Cn1c(=O)oc2cc(S(=O)(=O)N3CCCCC3)ccc21 (stereo not given),3,-7,-0.1,2,-3,-5,2,6,1
CC(=O)Nc1ccc(Sc2ncccc2C(=O)Nc2ccc(OC(F)(F)F)cc2)cn1,-17,73*,130*,-20,57*,76*,142*,-40,64*
CCOC(=O)c1ccc(NC(=O)NS(=O)(=O)c2ccc(C)cc2)cc1,-1,2,-1.2,-29,-2,0,1,-2,-26
CCOC(=O)c1oc2cc(O)cc(C)c2c1C,6,-9,-3.6,3,11,-9,-1,1,-8
CN(C)CCNC(=O)c1cccc(-c2cccc3nccn23)c1,-2,-13,·,0,-5,-1,1,0,-5
COc1cc(/C=N/N=C2/NC(=O)C(c3ccccc3)S2)ccc1O (stereo not given),-3,4,-0.8,7,3,0,-2,4,-6
O/N=C1\CCCCc2ccccc21,3,6,-1.2,2,0,0,1,6,7
O=C(O)C1Cc2ccccc2CN1C(=O)CCl (stereo not given),-5,-3,-0.6,-3,16,-1,1,0,15

# 4 of these compounds, reformatted.
compound: CN(C)CCNC(=O)c1cccc(-c2cccc3nccn23)c1
  M5 PAM: -2; M4 antag: -13; CRFR2-BP ag: ·; M1 PAM: 0; CHRM5 antagonist: -5; M5 ag: -1; M4 ag: 1; CHRM4 PAM: 0; M1 antag: -5
compound: CCOC(=O)C(C)N1C(=O)S/C(=C/c2cc(C)n(-c3ccccn3)c2C)C1=O (stereo not given)
  M5 PAM: -40; M4 antag: -4; CRFR2-BP ag: -0.8; M1 PAM: -12; CHRM5 antagonist: -2; M5 ag: -5; M4 ag: 9; CHRM4 PAM: -8; M1 antag: 1
compound: CC1=C(C(=O)NC2CCCCC2C)C2(CCC(C)CC2)OC1=O (stereo not given)
  M5 PAM: 1; M4 antag: 6; CRFR2-BP ag: 1.2; M1 PAM: 2; CHRM5 antagonist: -4; M5 ag: 0; M4 ag: 0; CHRM4 PAM: 0; M1 antag: -7
compound: C/C(=C\C1CCCCC1)C(NC(=O)c1ccc(C(F)(F)F)cc1)c1ccc(-c2ccccc2)cc1 (stereo not given)
  M5 PAM: -4; M4 antag: 1; CRFR2-BP ag: 8.3; M1 PAM: 9; CHRM5 antagonist: 10; M5 ag: 3; M4 ag: 2; CHRM4 PAM: 9; M1 antag: -7

# The list continues:
SMILES,M5 PAM,M4 antag,CRFR2-BP ag,M1 PAM,CHRM5 antagonist,M5 ag,M4 ag,CHRM4 PAM,M1 antag
Cc1ccc(Cl)cc1N1CCN(S(=O)(=O)c2c(C)[nH]c(=O)[nH]c2=O)CC1,-3,13,3.3,8,-2,-3,0,-5,-7
Cc1ccc(C(C)C)c(OCC(=O)N/N=C/C2CCCCC2)c1,13,-8,2.0,6,-9,-2,0,3,-1
O=C(Cn1cc([N+](=O)[O-])cn1)NCc1ccc(-n2cccn2)cc1,-5,6,-2.2,-6,10,-1,0,-7,11
Cc1nc(N2CCCCC2)sc1C(=O)c1cccc([N+](=O)[O-])c1,-9,7,-1.3,-26,15,-9,1,-10,10
CCCOc1ccc(C(=O)NCC(c2cccs2)N(C)C)cc1OC (stereo not given),-1,-10,-0.5,-12,2,-7,2,3,11
CC(C)(C)OC(=O)NC(Cc1ccccc1)C(=O)NC(CSC1CCCCO1)C(=O)NN (stereo not given),0,-8,0.3,15,-3,0,0,5,-16
O=C(NCc1ccccc1Cl)[C@H]1CCCN1C(=O)[C@H]1CCCN1C(=O)c1cccc2ccccc12,-6,-3,·,·,7,3,3,2,·
COc1ccc(C(=O)Nc2nc(CC(=O)NCCc3ccccc3OC)cs2)cc1,-14,-6,-1.0,-4,-4,1,20,-7,5
CCC[n+]1c(C)sc2c3c(ccc21)CCCC3,-5,10,-5.5,-5,17,-16,0,-7,13
CCOc1ccccc1-n1c(SCC(=O)NC2CCCC2)nnc1-c1ccoc1C,-4,12,0.2,0,5,-6,0,2,-13
CC(=O)c1ccccc1NC(=O)COC(=O)c1cc[n+]([O-])cc1,8,0,0.0,6,-1,3,1,4,-2
CCOCCn1[nH]c2ccccc2c1=O,3,7,0.0,13,3,-1,0,7,-8
Cc1ccc(S(=O)(=O)Nc2cccc(C(=O)NCCN3CCOCC3)c2)cc1F,2,-6,2.8,5,6,-2,1,11,3
COc1ccc(Nc2nc(C)cc(C)n2)cc1Cl,-1,-13,-3.1,-9,4,-4,-2,3,6
CCOC(=O)N1CCN(C2OC(=O)c3ccccc32)CC1 (stereo not given),4,-5,1.4,2,-2,18,1,5,-19
Cc1cc(C)n2cc(CSc3nc4ccccc4[nH]3)nc2n1,-7,2,0.0,-1,11,0,0,1,-2
O=S(=O)(Cc1cc(NCc2ccccc2)nc(-c2ccncc2)n1)c1ccccc1,-4,7,-1.2,-5,0,-5,1,-5,2
CN(Cc1nc2ccccc2n1C)S(=O)(=O)c1ccc(Cl)cc1,4,0,1.9,14,-4,-5,1,25*,-55
COc1ccc(CN(CCC(c2ccco2)C(C)C)C(C)=O)cc1OC (stereo not given),5,-2,-3.0,2,0,5,2,9,-3
COC(=O)CSc1nnc(CNC(=O)c2ccco2)n1-c1ccc(F)cc1,-2,5,0.2,5,-4,-1,0,5,-2
Cc1ccc(-c2ccc(S(=O)(=O)NCc3ccco3)cc2)cc1,-6,-1,-0.7,8,-4,-4,0,-5,-6
COc1ccccc1-c1cc(-c2ccccc2)nc(SCC(=O)O)c1C#N,0,7,-1.0,2,1,1,-1,-7,-10
O=C(NC(=S)Nc1ccc(CN2CCOCC2)cc1)c1ccco1,8,2,-1.0,14,5,1,1,2,-14
O=C(Nc1cccc(NC(=O)c2ccco2)c1)c1ccc([N+](=O)[O-])cc1,6,-6,-0.2,10,6,-5,1,5,-8
CC(C)OC(=O)C1=C(N)N2C(=O)CSC2=C(C(=O)OC(C)C)C1,-3,7,0.4,-2,1,-2,1,2,5
# More compounds:
SMILES,M5 PAM,M4 antag,CRFR2-BP ag,M1 PAM,CHRM5 antagonist,M5 ag,M4 ag,CHRM4 PAM,M1 antag
O=C(Nc1ccn(CCCNCC2CCCCC2)c(=O)n1)OCc1ccccc1,8,-3,-0.1,-1,-1,-2,1,0,-5
COc1ccc(OCCCCn2c(CO)nc3ccccc32)cc1,-7,-5,-0.1,6,8,-2,5,-2,-6
CC1(Cc2cc(Cl)ccc2C(F)(F)F)C(=O)Nc2ccc(S(=O)(=O)NC3CCCCC3)cc21 (stereo not given),-9,-2,·,5,9,-2,1,-2,-8
Cc1ccc(S(=O)(=O)NCCC(=O)N2CC(C)OC(C)C2)cc1C (stereo not given),-4,-14,-0.5,10,7,1,1,10,-8
Nc1nc2nc(-c3ccc(F)cc3)cc(C(F)(F)F)n2n1,4,-2,-1.0,6,0,1,2,-5,-1
Nc1ccc(S(=O)(=O)Nc2ccc(Cl)nn2)cc1,4,2,-1.2,9,-4,-1,1,9,-4
COc1ccc(OC)c(C(=O)CSc2nnc(-c3cccnc3)n2C)c1,8,-4,0.2,2,-4,-1,1,26,3
CCOc1ccccc1OCCCC(=O)NNC(=O)c1cc(C)oc1C,-2,1,-1.1,0,4,2,1,3,-1
COc1cc(NC(=O)CSc2nnnn2-c2ccccc2)cc(OC)c1OC,1,0,-1.5,9,-3,2,3,4,-11
CN(C(=O)COC(=O)/C=C/c1ccc(Cl)c(Cl)c1)c1c(N)n(Cc2ccccc2)c(=O)[nH]c1=O,7,-4,1.4,6,-1,5,0,8,-5
CC(=O)N(Cc1ccccc1)c1c(N)nc(N)[nH]c1=O,-5,9,-0.4,3,12,-3,0,18,-7
NC(=O)C1(N2CCCCC2)CCN(Cc2ccc(F)cc2)CC1,-2,-2,-1.9,-4,-1,0,2,5,8
NC(=O)c1ccccc1NC(=O)CN1CCN(Cc2ccc(Cl)cc2Cl)CC1,-11,5,-0.9,0,14,0,9,-8,5
NC(=O)C1CCN(CC(=O)Nc2nccs2)CC1,1,-3,-1.8,9,-1,1,1,-1,-15
COc1ccc(CCC2(C)NC(=O)N(C(C)C(=O)Nc3ccccc3F)C2=O)cc1 (stereo not given),-2,7,-0.6,1,1,3,1,0,-2
c1csc(Cn2nnnc2CN2CCN(c3nc4ccccc4s3)CC2)c1,-9,4,2.5,1,6,0,9,-8,-10
Cc1ccc(S(=O)(=O)N(C)CC(O)Cn2c3ccccc3c3ccccc32)cc1 (stereo not given),-5,-4,3.0,8,3,0,0,3,-9
COc1cccc(/C(O)=C2/C(=O)C(=O)N(c3ccccn3)C2c2ccc(OC)c(OC)c2)c1 (stereo not given),2,7,0.0,8,-2,3,1,3,-8
COc1ccccc1NC(=O)COc1ccc(C(=O)NC2CCCc3ccccc32)cc1OC (stereo not given),-1,-4,-0.2,3,-1,-4,3,-3,-8
c1cc(C(c2nnnn2C2CCCC2)N2CCOCC2)ccn1 (stereo not given),8,-9,-1.7,4,-4,-2,1,4,-13
COc1cccc(NC(=O)CSc2nc3c([nH]c4ccccc43)c(=O)n2C)c1,1,7,-0.7,-1,-1,-3,2,9,-6

# Screens deposited in PubChem BioAssay by several laboratories.
